# Source: PubChem BioAssay (National Center for Advancing Translational Sciences (NCATS))
# aSyn yeast inh: alpha-synuclein toxicity inhibition in yeast; Yeast expressing alpha-synuclein, growth rescue, BacTiter-Glo, 24 h; Potency, µM (highest dose often 46.1 µM), for inactives: top-dose growth rescue (activation), usual class: activators; 370,000 tested, 0.14% active; also: potency is read from the fitted curve at half-maximal effect; % of control where 0% means no effect; nearly all actives have a fitted effect of over 65% in size
#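 Screening used galactose-induced yeast with toxic alpha-synuclein levels, exposed to compound for 24 hr at 30 deg C. Cell growth, read with BacTiter-Glo luminescence, gave the measured signal.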
# EPAC2 antagonist: blocks human EPAC2 exchange factor; Q8WZA2; EPAC2 GEF exchange of Rap1B-BODIPY-GDP, fluorescence; Potency, µM (highest dose often 114 µM), for the others: at the top dose activity, negative = inhibition, usual class: inhibitors; 360,000 tested, 0.18% active; AID 720708; also: potency is read from the fitted curve at half-maximal effect; % is scaled to controls: 0 for no effect and ±100 for the full control effect; nearly all actives have a fitted effect of over 45% in size; many of its hits are not listed in these tables
# Target sequence (Q8WZA2 whole entry, looked up): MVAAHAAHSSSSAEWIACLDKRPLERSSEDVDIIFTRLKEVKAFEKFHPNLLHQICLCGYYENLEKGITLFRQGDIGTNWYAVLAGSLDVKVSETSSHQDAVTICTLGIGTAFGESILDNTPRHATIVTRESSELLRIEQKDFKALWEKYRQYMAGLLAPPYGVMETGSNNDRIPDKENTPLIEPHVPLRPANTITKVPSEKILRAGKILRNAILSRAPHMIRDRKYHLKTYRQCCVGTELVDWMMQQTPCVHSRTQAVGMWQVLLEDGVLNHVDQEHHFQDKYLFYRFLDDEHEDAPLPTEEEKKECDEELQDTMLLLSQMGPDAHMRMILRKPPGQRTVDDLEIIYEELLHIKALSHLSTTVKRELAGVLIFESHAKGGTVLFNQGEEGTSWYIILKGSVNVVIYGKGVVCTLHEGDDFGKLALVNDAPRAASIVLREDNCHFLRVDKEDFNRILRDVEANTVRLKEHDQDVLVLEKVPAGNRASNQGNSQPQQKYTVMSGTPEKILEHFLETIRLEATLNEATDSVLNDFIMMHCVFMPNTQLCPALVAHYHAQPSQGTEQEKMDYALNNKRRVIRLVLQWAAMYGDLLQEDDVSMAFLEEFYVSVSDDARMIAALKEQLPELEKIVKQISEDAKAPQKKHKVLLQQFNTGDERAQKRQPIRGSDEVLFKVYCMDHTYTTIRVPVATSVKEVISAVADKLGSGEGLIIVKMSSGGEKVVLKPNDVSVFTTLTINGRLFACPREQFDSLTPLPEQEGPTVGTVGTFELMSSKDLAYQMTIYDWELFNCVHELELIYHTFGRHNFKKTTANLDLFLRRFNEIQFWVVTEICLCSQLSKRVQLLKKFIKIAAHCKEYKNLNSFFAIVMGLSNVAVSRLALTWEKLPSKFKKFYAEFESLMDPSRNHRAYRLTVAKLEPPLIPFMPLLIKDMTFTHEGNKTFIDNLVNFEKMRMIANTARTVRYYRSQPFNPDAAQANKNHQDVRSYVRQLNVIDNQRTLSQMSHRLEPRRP
# Abeta yeast res: compounds reversing amyloid beta toxicity in yeast | 410,000 tested, 0.063% active | yeast expressing A-beta42, growth rescue, OD600, 48 h; response scale: 0% DMSO, 100% iron-clioquinol control | AID 1347071 | Potency, µM (highest dose often 46.1 µM), without a hit: at the top dose growth rescue, most hits filed as activators; also: potency is read from the fitted curve at half-maximal effect; nearly all actives have a fitted effect of over 55% in size
#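 Growth rescue measured by 600 nm absorbance after 48 h yeast culture at 30 C with compound. Values normalized between DMSO and an equimolar ferric chloride plus clioquinol control.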
# EPAC2 ag: agonists of human EPAC2 (RAPGEF4) | Q8WZA2 | EPAC2 activation, biochemical qHTS; response scale: 100% = 6.5 mM cAMP response | Potency, µM (titrated, usually from 154 µM), without a hit: at the top dose activation, actives largely listed as activators | 360,000 tested, 0.079% active | AID 720711; also: potency is read from the fitted curve at half-maximal effect; nearly all actives have a fitted effect of over 50% in size
#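 In this primary screen, activation is scored as increased exchange of BODIPY-GDP from Rap1B by 100 nM EPAC2, with 50 uM GDP as competitor. Signal is normalized to the 6.5 mM cAMP agonist control.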
# TDP-43 yeast inh: TDP-43 toxicity inhibition in yeast; TDP-43 expressing yeast growth rescue, BacTiter-Glo, 24 h; Potency, µM (highest dose often 46.1 µM), for the others: at the highest dose growth rescue (activation), hits mostly activators; 410,000 tested, 1.8% active; AID 652104; also: potency is read from the fitted curve at half-maximal effect; % of control where 0% means no effect; nearly all actives have a fitted effect of over 50% in size
#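 Galactose-induced TDP-43 yeast, OD600=0.02, compound pinned; 24 hr, 30 deg C; BacTiter-Glo luminescence for growth. Inhibitors of TDP-43 toxicity read as activators.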
# FUS suppressor: suppressors of FUS proteinopathy in yeast; S. cerevisiae FUS-expressing, growth rescue, OD600, 24 h; Potency, µM (doses to about 76.6 µM), for inactives: top-dose growth rescue (activation), hits mostly activators; 390,000 tested, 0.24% active; AID 1347120;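 also: potency is read from the fitted curve at half-maximal effect; plate controls were DMSO vehicle for no effect and reference control for full effect; nearly all actives have a fitted effect of over 55% in size; some results filed as inactive show a strong effect at the top dose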
#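 S. cerevisiae expressing FUS from galactose induction served as the toxicity model. Growth after 24hr at 30C, read as absorbance at 600 nm, indicates suppression of toxicity; compounds dosed at several concentrations.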
# DRD3 agonist: agonists of human D3 dopamine receptor; P35462; max activation, %; 410,000 tested, 0.58% active; D3R DiscoveRx beta-arrestin cells, luminescence, 90 min; in the data active = max activation above about 30%; also: 0% is about no effect; mostly tested at two doses, the higher about 12 µM
#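 Agonist mode: compounds and dopamine controls were applied to plated cells for 90 min at 37 degrees C after an overnight attachment at 1500 cells/well. Luminescent read-out followed 30 - 60 minutes at room temperature with DiscoveRx detection reagent.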
# DRD3 antagonist: antagonists of human D3 dopamine receptor. max response, negative = inhibition, %. D3R cells, DiscoveRx beta-arrestin luminescence, antagonist mode; active compounds read low. AID 652054. 360,000 tested, 2.5% active; in the data active = max response below about -50%; inconclusive = no clear call, values can overlap the other calls; also: % is scaled to controls: 0 for no effect and ±100 for the full control effect; mostly tested at two doses, the higher about 12 µM
#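 Cells expressing the human receptor were seeded at 1500 cells/well, incubated overnight at 37 degrees C in 5% CO2, then exposed to library compounds with dopamine controls for 90 minutes at 37 degrees C before luminescent detection.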
# Numbers without * were called inactive; u = inconclusive; x = no result given; & = joins results of further samples. Unless noted, calls follow the shape of the dose curve; as a rule, active = well fitted curve in the direction sought with a large enough effect; inconclusive = small, poorly fitted or top-dose-only effect, or another doubt; inactive = no such curve, though single readings can be large; an effect the other way counts as inactive or inconclusive. Only part of the results is shown, so the mix of outcomes need not match the whole.
# The first 5 entries, to show the layout:
Structure,aSyn yeast inh,EPAC2 antagonist,Abeta yeast res,EPAC2 ag,TDP-43 yeast inh,FUS suppressor,DRD3 agonist,DRD3 antagonist
Cc1ccc(C(=O)CNc2ccc(Cl)cc2)cc1,5.5%,-0.8%,-1.6%,5.9%,5.3%,-3.4%,-5.9,u
CC(=O)Nc1nnc(SCc2ccc(F)cc2)s1,-1.3%,2.1%,7.7%,-1.8%,4.6%,-3.9%,-1.5,-4.5
CCc1cc(=O)oc2cc(OCc3ccc(C(=O)O)o3)ccc12,0.2%,5.0%,-6.3%,13.2%,-19.8%,-16.7%,-0.6,-2.7
CCN(CC)Cc1c(C(=O)N/N=C/c2cccs2)nnn1-c1nonc1N,-5.2%,-1.0%,3.2%,11.2%,-6.5%,4.3%,4.4,-8.4
O=C(N/N=C/c1ccc(-c2cccc([N+](=O)[O-])c2)o1)c1ccc([N+](=O)[O-])cc1,-1.2%,-6.1%,-11.2%,3.5%,-16.2%,8.7%,-14.4,-1.3

# Results, repeating the preview:
Structure,aSyn yeast inh,EPAC2 antagonist,Abeta yeast res,EPAC2 ag,TDP-43 yeast inh,FUS suppressor,DRD3 agonist,DRD3 antagonist
Cc1ccc(C(=O)CNc2ccc(Cl)cc2)cc1,5.5%,-0.8%,-1.6%,5.9%,5.3%,-3.4%,-5.9,u
CC(=O)Nc1nnc(SCc2ccc(F)cc2)s1,-1.3%,2.1%,7.7%,-1.8%,4.6%,-3.9%,-1.5,-4.5
CCc1cc(=O)oc2cc(OCc3ccc(C(=O)O)o3)ccc12,0.2%,5.0%,-6.3%,13.2%,-19.8%,-16.7%,-0.6,-2.7
CCN(CC)Cc1c(C(=O)N/N=C/c2cccs2)nnn1-c1nonc1N,-5.2%,-1.0%,3.2%,11.2%,-6.5%,4.3%,4.4,-8.4
O=C(N/N=C/c1ccc(-c2cccc([N+](=O)[O-])c2)o1)c1ccc([N+](=O)[O-])cc1,-1.2%,-6.1%,-11.2%,3.5%,-16.2%,8.7%,-14.4,-1.3
O=S1(=O)CCN2C(c3ccco3)=CSC2=N1,-0.7%,7.2%,-4.1%,1.7%,3.6%,22.3%,8.3,-5.0
COc1ccc2oc(=O)cc(CN3CCN(Cc4ccccc4)CC3)c2c1,3.7%,-7.3%,-10.5%&-3.2%,8.6%,-6.6%&-4.5%,-7.3%&-43.3%,-45.3&-4.5,-54.0*
O=C(CSc1nnc2ccc(-c3ccccn3)nn12)Nc1ccc(F)cc1,1.3%,6.8%,-2.6%,14.4%,9.1%,-13.3%,-3.6,-7.1
COc1ccc(-n2cnc3sccc3c2=O)cc1,-1.2%,3.6%,-1.4%,10.1%,1.8%,-16.8%,10.0,1.0
COC(=O)c1sc(N2C(=O)C(=O)/C(=C(/O)c3ccccc3)C2c2ccco2)nc1C (stereo not given),8.4%,1.9%,-12.9%,-3.8%,u,u,4.9,4.7
COc1ccc(C(=O)N2CCN(C)C(=O)[C@@H]2C)cc1OC1CCN(C(C)=O)CC1,-1.4%,-7.7%,-2.6%,-5.9%,-4.1%,9.1%,5.7,1.9
NC(=S)N/N=C/c1ccc(OC(=O)c2cccnc2)cc1,1.8%,1.8%,-1.7%,-3.3%,9.4%,-12.3%,-5.4,0.6
O=C(Nc1ncc([N+](=O)[O-])s1)C1CCN(S(=O)(=O)c2cnc[nH]2)CC1,-1.7%,-1.0%,14.2%,10.4%,-6.0%,-0.8%,1.0,-7.9
CSc1nc(N)cc(=O)[nH]1,-2.6%,2.2%,4.6%,5.6%,-3.9%,3.1%,-3.6,-11.5
Cc1ccc(S(=O)(=O)c2nc(-c3ccco3)oc2SCC(C)C)cc1,x,x,-18.3%,x,-9.9%,29.1%,0.0,x
CC(=O)Nc1ccc(S(=O)(=O)NCCC(=O)OC(C)C(=O)c2ccc(C)cc2)cc1 (stereo not given),5.1%,-2.9%,4.1%,0.3%,6.1%,29.6%,1.5,20.8
CCCCCCN1C[C@H](O)[C@@H](n2cc(C3CC3)nn2)C[C@@H]1c1ccc(OC)cc1,7.7%,4.3%,0.3%,-4.6%,25.2%,31.5%,-7.9,-8.5
COc1cccc(NC(=O)C2CCCN2C(=O)Nc2ccccc2F)c1 (stereo not given),-10.0%,8.3%,11.4%,0.2%,-9.3%,-9.7%,4.9,8.4
O=C1C2CCCN2C(=O)N1CCCCN1CCN(c2ccccc2)CC1 (stereo not given),0.3%,5.6%,-3.4%,5.2%,21.9%,x,29.6,-23.5
O=C(Cn1cc2c(n1)CCCC2)NC1CCN(Cc2ccccc2)CC1,12.1%,-2.8%,-4.0%,6.2%,7.9%,-12.3%,-5.2,6.8

# Additional records
Structure,aSyn yeast inh,EPAC2 antagonist,Abeta yeast res,EPAC2 ag,TDP-43 yeast inh,FUS suppressor,DRD3 agonist,DRD3 antagonist
CC[C@H](C)[C@H](NC(=O)c1ccccc1)C(=O)Nc1ccc(S(=O)(=O)Nc2cc(C)nc(C)n2)cc1,2.0%,-1.5%,x,1.0%,8.9%,28.1%,2.6,-9.4
CCc1nnc(NC(=O)CSc2nnc(C(C)NC(=O)c3ccccc3F)n2C)s1 (stereo not given),-0.1%,2.0%,-3.2%,3.8%,7.5%,12.0%,8.1,12.2
Cn1c(=O)[nH]c(=O)c2c1ncn2CCN1CCOCC1,1.1%,-10.0%,6.8%,-0.1%,-8.8%,u,-12.2,1.4
COc1ccccc1CNC(=O)c1sccc1-c1ccccc1,1.3%,u,3.9%,4.7%,14.4%,u,-2.7,-8.2
O=C(Nc1ccc(Br)cc1)C1Cc2ccccc2O/C1=N\O (stereo not given),-5.0%,2.3%,-4.8%,10.1%,12.0%,2.7%,2.0,-9.8
CCC(C)Sc1nnc(NS(=O)(=O)Cc2ccccc2)s1 (stereo not given),-3.4%,-0.5%,-17.5%,5.3%,-5.2%,2.8%,-8.5,-10.8
O=[N+]([O-])c1cccnc1Sc1n[nH]c(-c2ccc(Cl)cc2)n1,-13.9%,-0.9%,-5.0%,13.1%,-4.6%,-1.3%,-1.9,-29.4
COc1ccc(NC(=O)Cn2c(=O)n(CCc3ccccc3)c(=O)c3c4c(sc32)CCCC4)cc1,x,x,-0.7%,x,u,-28.1%,5.9,x
CCn1ncc(Br)c1C(=O)Nc1ncc(C)s1,-2.1%,8.0%,-7.6%,3.7%,16.4%,-9.0%,2.2,17.5
CC(C)[C@H](NC(=O)c1ccco1)C(=O)OCC(=O)Nc1ccc(Cl)c(S(=O)(=O)N(C)C)c1,2.2%,-8.2%,0.9%,4.2%,6.0%,14.0%,3.5,2.0
Cc1cccc([C@@H]2[C@@H]3C(=O)N(Cc4ccccc4)C(=O)[C@@H]3[C@]3(C)C(=O)N(c4cccc(F)c4)C(=O)N23)c1,-2.9%,2.9%,18.4%,-0.8%,27.3%,37.7%,8.4,2.6
CN(Cc1ccccc1F)C(=O)CNC(=O)Cc1cccc2ccccc12,3.8%,-6.9%,-0.2%,-4.8%,9.5%,9.5%,-4.1,3.7
COc1ccccc1NC(=O)Cc1ccc(-c2ccccc2)cc1,-12.1%,-3.5%,11.0%,u,15.8µM*,27.1%,22.3,-7.6
COC(=O)C1=C(C)N(C(C)C)C(=O)C1(NC(=O)c1ccc(C(C)(C)C)cc1)C(F)(F)F (stereo not given),x,x,-1.2%,x,u,30.5%,5.5,x
O=C(NCc1ccccc1)C(c1ccc(F)cc1)N(C(=O)c1csnn1)c1ccccc1 (stereo not given),0.5%,-27.4%,-15.8%,13.2%,-10.1%,23.9%,-1.1,-8.8
CCCn1ncc(/C=N/O)c1C,2.7%,3.8%,-5.4%,6.5%,-16.4%,-5.6%,-3.3,2.3
Cc1ccc(C(=O)c2cn(Cc3ccccc3F)c3cc4c(cc3c2=O)OCO4)cc1,x,x,-8.6%,x,12.3%,-2.4%,1.5,x
COc1ccc(-n2c(=O)c3c4c(sc3n(Cc3ccc(F)cc3)c2=O)CN(C(C)=O)CC4)c(OC)c1,x,x,-19.8%,x,-3.3%,u,-4.3,x
CC(C)c1cccc(-c2ccc3c(c2)S(=O)(=O)c2cccc(C(=O)O)c2C3=O)c1,-0.9%,u,1.6%,-7.5%,10.1%,-13.4%,-1.6,25.0
C/C(=N\NC(=O)c1ccccc1[N+](=O)[O-])c1ccc(Br)s1,-1.2%,6.1%,-6.9%,7.5%,-17.0%,-7.8%,2.2,-2.9

# The results go on:
Structure,aSyn yeast inh,EPAC2 antagonist,Abeta yeast res,EPAC2 ag,TDP-43 yeast inh,FUS suppressor,DRD3 agonist,DRD3 antagonist
COc1cc2cc(C(=O)N3CCN(Cc4ccc5c(c4)OCO5)CC3)[nH]c2cc1OC,1.3%,-17.5%,-10.7%,-4.5%,2.1%,0.3%,-7.4,-25.0
CC(=O)OCC1=C(C(=O)OC(C)(C)C)N2C(=O)[C@@H](NC(=O)Cc3ccccc3)[C@H]2SC1,8.6%,-6.7%,4.6%,-7.8%,13.6%,6.3%,11.9,37.4
CCc1ccc(C(=O)NNC(=O)c2ccc(=O)n(C)n2)cc1,-8.2%,-3.5%,10.9%,0.6%,10.9%,-2.1%,-6.6,-3.9
O=C(Nc1ccccc1C(=O)Nc1ccccc1C(=O)O)c1ccccc1,-22.5%,-6.4%,-19.6%,5.3%,-16.2%,36.1%,10.8,26.2
CN1CCN(c2ccc(NC(=O)c3ccc(Br)o3)cc2)CC1,3.0%,9.3%,-13.0%,3.6%,7.9%,20.0%,9.4,-1.4
O=C(CSc1nnc(COc2ccccc2)n1Cc1ccco1)NCc1ccco1,2.3%,-0.2%,4.7%,-12.3%,4.7%,25.6%,3.7,-26.7
O=C(Oc1ccc(/C=N/O)cc1)c1ccccc1,-3.8%,0.8%,-24.5%,5.5%,11.2µM*,11.2%,-2.3,11.9
O=C1CC(c2cccc(Cl)c2)CC(O)=C1C=NC1CCCC1 (stereo not given),14.5%,3.5%,0.0%,-3.6%,u,x,-5.7,7.1
CCOC(=O)C1CCCN(c2ncnc3c2cnn3-c2cccc(C)c2)C1 (stereo not given),2.8%,-8.1%,-1.7%,16.1%,4.9%,30.4%,5.8,7.3
O=C(N1CCOCC1)N1CCc2ccccc21,-0.5%,18.1%,-10.7%,15.7%,-13.2%,-23.0%,-6.6,-9.9
